# BAZ2B inh = qHTS Assay for Inhibitors of BAZ2B | AlphaScreen BAZ2B-H3K14Ac peptide displacement | 360,000 tested, 4.4% active | Potency, µM (top dose mostly 114 µM), for the others: at the top dose activity change, negative = inhibition, actives largely listed as inhibitors | Bromodomain adjacent to zinc finger domain protein 2B (Homo sapiens), Q9UIF8; also: potency is read from the fitted curve at half-maximal effect; % is scaled to controls: 0 for no effect and ±100 for the full control effect; nearly all actives have a fitted effect of over 60% in size
#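 BAZ2B 50 nM plus b-H3(5-23)K14Ac 50 nM, PBS pH 7.4/0.01% Tween-20, 30 min RT; compound added (max 110 uM), 30 min RT; streptavidin donor/Ni-chelate acceptor beads 10 ug/mL final, 20 min dark; AlphaScreen read.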
# HP1b binding inh = HTS for Inhibitors of HP1-beta Chromodomain Interactions with Methylated Histone Tails; Chromobox protein homolog 1 (Homo sapiens), P83916; AlphaScreen HP1-beta / biotin-H3K9me3 peptide binding; Potency, µM (doses to about 114 µM), for the others: at the top dose activity change, negative = inhibition, actives largely listed as inhibitors; 390,000 tested, 0.56% active; also: potency is read from the fitted curve at half-maximal effect; nearly all actives have a fitted effect of over 70% in size; inactives centre near 23
#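 Compound inhibition of the preformed complex between 50 nM HP1-beta and 50 nM biotinylated H3K9me3 peptide was read by AlphaScreen. Buffer was PBS pH 7.4 with 0.01% Tween-20. Incubations ran 30 min at room temperature, with 10 ug/mL donor/acceptor beads.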
# GLS inhibitor = qHTS for Inhibitors of Glutaminase (GLS); Glutaminase kidney isoform, mitochondrial (Homo sapiens), O94925; GLS enzymatic activity, qHTS titration; Potency, µM (titrated, usually from 45.5 µM), for the others: at the top dose activity change, negative = inhibition, usual class: inhibitors; 410,000 tested, 0.21% active; AID 624170, 2012; also: potency is read from the fitted curve at half-maximal effect; % is scaled to controls: 0 for no effect and ±100 for the full control effect
#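 Two-point fluorescence kinetic (t0, 30 min RT) for hKGA; glutamate detected via glutamate oxidase–HRP–Amplex Red. Substrate: 1 mM L-glutamine solution; buffer 45 mM KH2PO4, pH 8.2.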
# Tb PGK inh = qHTS Assay to Find Inhibitors of Phosphoglycerate Kinase; Potency, µM (highest dose often 57.5 µM), for inactives: at the highest dose activity change, negative = inhibition, usual class: inhibitors; PGK/GAPDH coupled, Kinase-Glo luminescence, 60 min; 380,000 tested, 0.043% active; Phosphoglycerate kinase, glycosomal (Trypanosoma brucei brucei), P07378; also: potency is read from the fitted curve at half-maximal effect; % is scaled to controls: 0 for no effect and ±100 for the full control effect; nearly all actives have a fitted effect of over 60% in size
#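 Luminescent ATP detection (Kinase-Glo Plus) follows a 60-minute room-temperature incubation, with wells lacking PGK as controls. Buffer: 100 mM TEA (pH 7.6), 5 mM MgCl2, 0.01% Tween-20. Coupling enzyme GAPDH (100 nM final) supplies unstable 1,3-BPG in-well.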
# PI4K2A block = qHTS for small molecular inhibitors of PI4K2A; AID 1346378, 2018; activity change, negative = inhibition, % at 76.9 µM; 420,000 tested, 0.13% active; purified PI4K2A, ADP-Glo luminescence, 1 h; stronger effect = lower value; Phosphatidylinositol 4-kinase type 2-alpha (Homo sapiens), Q9BTU6; in the data active = activity change below about -50%; inconclusive = mostly about -30% to -49%;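 also: -100% = wells without enzyme as full effect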
#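 ADP-Glo luminescence measured ADP generated by PI4K2A enzyme (4 ug/mL before mixing) with 1.2 mM PI substrate (pre-mix) and 300 microM ATP (pre-mix). Tris pH7.5 buffer with MgCl2, Triton X-100; 1 h reaction at ambient temperature.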
# ERG-DNA inh = qHTS for Small Molecule Inhibitors of the ERG Ets/DNA interaction. Potency, µM (titrated, usually from 76.9 µM), without a hit: at the top dose FP activity, negative = inhibition, usual class: inhibitors. AID 624246, 2012. fluorescence polarization, His-ERG Ets domain / labelled DNA. 370,000 tested, 0.028% active; active = well fitted inhibition curve with a large enough effect in the polarisation, with a control signal flat; inconclusive = small, poorly fitted or top-dose-only effect, or effect the other way, or a change in a side signal; inactive = no such curve, though single readings can be large or run the other way; the % refers to the polarisation;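 also: polarization taken with two DNA probes labelled with fluorescein and Texas red; potency is read from the fitted curve at half-maximal effect; % of control where 0% means no effect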
#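 His-tagged ERG Ets domain (1 uM in the protein solution; 300mM KCl, 50mM Tris-HCl, 1mM EDTA, 1mM DTT, pH 7.5) received compound, then a probe mix of 5 nM fluorescein-DNA and 100nM Texas-615-DNA. Fluorescence polarization was read for both dyes.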
# Pin1 inh = qHTS Assay to Find Inhibitors of Pin1; Peptidyl-prolyl cis-trans isomerase NIMA-interacting 1 (Homo sapiens), Q13526; Pin1 FP peptide displacement, HiFluor488, 10 min; Potency, µM (highest dose often 115 µM), for inactives: at the top dose activity, negative = inhibition, hits mostly inhibitors; 390,000 tested, 0.009% active; active = well fitted inhibition curve with a large enough effect in the polarisation, with a control signal flat, not every such curve was filed as active; inconclusive = small, poorly fitted or top-dose-only effect, or effect the other way, or a change in a side signal; inactive = no such curve, though single readings can be large or run the other way; the % refers to the polarisation; also: potency is read from the fitted curve at half-maximal effect; % is scaled to controls: 0 for no effect and ±100 for the full control effect
# G9a inh = qHTS Assay for Inhibitors of Histone Lysine Methyltransferase G9a; Potency, µM (top dose mostly 102 µM), for the others: at the highest dose activity, negative = inhibition, usual class: inhibitors; AID 504332, 2011; G9a H3K9 monomethylation, AlphaScreen, 2 h; 350,000 tested, 8.8% active; also: potency is read from the fitted curve at half-maximal effect; % is scaled to controls: 0 for no effect and ±100 for the full control effect; nearly all actives have a fitted effect of over 75% in size
#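 Using a bead-based AlphaScreen, monomethylated H3K9 product from 2 h room-temperature reactions (G9a 20 nM, peptide 500 nM, SAM 20 uM) was detected with 0.5 ug/mL rabbit anti-H3K9me1 antibody.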
# JMJD2A Tudor = qHTS Assay for Inhibitors of JMJD2A-Tudor Domain; 390,000 tested, 4.4% active; AlphaScreen JMJD2A-Tudor / H3K4me3 peptide binding; Lysine-specific demethylase 4A (Homo sapiens), O75164; AID 504339, 2011; Potency, µM (doses to about 114 µM), without a hit: top-dose activity change, negative = inhibition, hits mostly inhibitors; also: potency is read from the fitted curve at half-maximal effect; % is scaled to controls: 0 for no effect and ±100 for the full control effect; nearly all actives have a fitted effect of over 50% in size
# Target sequence (O75164 whole entry, looked up, the tested form may be a part): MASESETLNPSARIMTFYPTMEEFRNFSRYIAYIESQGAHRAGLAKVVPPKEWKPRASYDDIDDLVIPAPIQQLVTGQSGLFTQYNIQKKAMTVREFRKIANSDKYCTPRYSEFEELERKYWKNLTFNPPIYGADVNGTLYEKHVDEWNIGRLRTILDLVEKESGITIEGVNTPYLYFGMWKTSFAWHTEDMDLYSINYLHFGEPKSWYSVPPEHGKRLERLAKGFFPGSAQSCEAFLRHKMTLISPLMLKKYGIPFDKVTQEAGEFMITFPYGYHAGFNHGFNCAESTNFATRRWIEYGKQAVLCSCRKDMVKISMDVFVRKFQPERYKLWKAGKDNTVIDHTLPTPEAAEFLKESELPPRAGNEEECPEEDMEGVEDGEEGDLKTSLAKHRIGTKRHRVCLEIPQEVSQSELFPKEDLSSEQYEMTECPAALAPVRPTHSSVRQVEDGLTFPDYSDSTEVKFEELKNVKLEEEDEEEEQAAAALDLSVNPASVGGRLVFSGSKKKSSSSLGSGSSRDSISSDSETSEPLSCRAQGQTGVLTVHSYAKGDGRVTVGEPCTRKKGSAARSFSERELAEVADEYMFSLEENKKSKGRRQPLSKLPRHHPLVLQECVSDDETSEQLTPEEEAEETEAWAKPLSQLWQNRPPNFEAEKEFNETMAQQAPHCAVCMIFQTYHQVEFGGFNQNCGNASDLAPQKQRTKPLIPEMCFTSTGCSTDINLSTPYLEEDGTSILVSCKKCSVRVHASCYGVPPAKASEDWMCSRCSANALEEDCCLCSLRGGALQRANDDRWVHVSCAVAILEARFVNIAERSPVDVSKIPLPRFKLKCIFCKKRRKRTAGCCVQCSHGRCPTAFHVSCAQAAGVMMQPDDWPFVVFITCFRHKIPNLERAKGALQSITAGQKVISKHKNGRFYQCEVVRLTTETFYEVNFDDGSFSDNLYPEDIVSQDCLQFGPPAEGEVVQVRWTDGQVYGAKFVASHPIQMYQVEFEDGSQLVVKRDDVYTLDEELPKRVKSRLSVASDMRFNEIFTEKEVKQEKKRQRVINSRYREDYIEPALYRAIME
# The depositor's hits bear a star; i = inactive; ? = inconclusive; . = not tested or not shown; [ ] = dose if it differs, or a comment. Unless noted, calls follow the shape of the dose curve; as a rule, active = well fitted curve in the direction sought with a large enough effect; inconclusive = small, poorly fitted or top-dose-only effect, or another doubt; inactive = no such curve, though single readings can be large; an effect the other way counts as inactive or inconclusive.
item | mol | BAZ2B inh | HP1b binding inh | GLS inhibitor | Tb PGK inh | PI4K2A block
1 | CN(C)c1ccc2c(O)cc(=O)n(C)c2c1 | 3% | 23% | 7% | -10% | -4
2 | CC(=O)c1ccc(NCC(=O)N2CCN(c3ccccc3)CC2)cc1 | -32% | 42%[activator] | 7% | 0% | 6
3 | O=C(NNS(=O)(=O)c1ccccc1[N+](=O)[O-])c1ccc(F)cc1 | -3% | 43%[activator] | 5% | -11% | -2
4 | Cc1cc(C)n2nc(CNS(=O)(=O)c3ccc([N+](=O)[O-])cc3)nc2n1 | -3% | 22% | 0% | 0% | 9
5 | Cc1nc(NCCCO)c(C#N)c2c1COC(C)(C)C2 | 10% | 48%[activator] | -3% | -8% | -1
6 | CN(C(=O)c1cccc(NC(=O)Cc2ccc(NC(=O)C3CCCN(C(=O)c4ccccc4)C3)cc2)c1)C1CCCC1 (stereo unspecified) | . | 21% | 4% | 7% | 2
7 | CCCn1c(C)cc(C(=O)COC(=O)c2c(C)nn(-c3ccccc3)c2C)c1C | ? | -18% | 16% | 4% | 11
8 | CCCCC(=O)Nc1ccccc1C(=O)OCc1cc(=O)n2nc(C3CCCCC3)sc2n1 | -12% | 17% | -9% | 3% | 6

item | ERG-DNA inh | Pin1 inh | G9a inh | JMJD2A Tudor
1 | -1% | 2% | ? | -22%
2 | -4% | 7% | 14µM* | 0%
3 | 7% | 0% | . | -31%
4 | -3% | -7% | 5% | -13%
5 | -7% | 1% | 14% | -4%
6 | 0% | 3% | . | -24%
7 | -1% | 4% | ? | ?
8 | 0% | -5% | 16%[59 µM] | -12%

# Later entries
item | mol | BAZ2B inh | HP1b binding inh | GLS inhibitor | Tb PGK inh | PI4K2A block
9 | CCOC(=O)C1CCN(C(=O)C2CCN(c3ncnc4c3nc3n4CCCCC3)CC2)CC1 | -3% | 22%[57 µM] | 1% | 0% | -8
10 | C/C(=N\OCC(=O)Nc1nc2ccccc2s1)c1ccccc1 | -6% | 40%[activator] | 5% | -3% | 2
11 | O=C(CN(C(=O)CNS(=O)(=O)c1ccc(F)cc1)c1cccc(F)c1)NCC1CCCO1 (stereo unspecified) | 8% | 31% | 4% | -1% | -16
12 | COc1ccc(NC(=O)Nc2cccc(NC(C)=O)c2)c(OC)c1 | 3% | 16% | 1% | 3% | 2
13 | O=[N+]([O-])c1ccc(CSc2nc3ccccc3[nH]2)cc1 | -38% | 21% | -11% | i | 0
14 | CC(C)OC(=O)Cn1cnc2ccc(Br)cc2c1=O | -1% | 43%[activator] | 12% | -5% | -3
15 | COc1ccc2c(CNC3CCCCCC3)c(C(=O)O)n(Cc3ccc(C)cc3)c2c1 | ? | 18% | -2% | 7% | -5
16 | COc1ccc(NC(=S)NCCN2CCOCC2)cc1 | -17% | 33% | 16% | 8% | -15

item | ERG-DNA inh | Pin1 inh | G9a inh | JMJD2A Tudor
9 | 11% | -1% | 52%[activator] | -10%
10 | . | -2% | -12%[59 µM] | -3%
11 | -7% | 0% | -12% | 1%
12 | 4% | -3% | -4% | -7%
13 | -5% | -3% | 28µM* | -11%
14 | 8% | 2% | -36% | -14%
15 | -5% | ? | ? | -32%
16 | -3% | -1% | 10% | 5%

# Rewritten with the structure last: entries from further up
cpd	BAZ2B inh	HP1b binding inh	GLS inhibitor	Tb PGK inh	PI4K2A block	ERG-DNA inh	Pin1 inh	G9a inh	JMJD2A Tudor	SMILES
1	3%	23%	7%	-10%	-4	-1%	2%	?	-22%	CN(C)c1ccc2c(O)cc(=O)n(C)c2c1
2	-32%	42%[activator]	7%	0%	6	-4%	7%	14µM*	0%	CC(=O)c1ccc(NCC(=O)N2CCN(c3ccccc3)CC2)cc1
3	-3%	43%[activator]	5%	-11%	-2	7%	0%	.	-31%	O=C(NNS(=O)(=O)c1ccccc1[N+](=O)[O-])c1ccc(F)cc1
4	-3%	22%	0%	0%	9	-3%	-7%	5%	-13%	Cc1cc(C)n2nc(CNS(=O)(=O)c3ccc([N+](=O)[O-])cc3)nc2n1
5	10%	48%[activator]	-3%	-8%	-1	-7%	1%	14%	-4%	Cc1nc(NCCCO)c(C#N)c2c1COC(C)(C)C2
6	.	21%	4%	7%	2	0%	3%	.	-24%	CN(C(=O)c1cccc(NC(=O)Cc2ccc(NC(=O)C3CCCN(C(=O)c4ccccc4)C3)cc2)c1)C1CCCC1 (stereo unspecified)
7	?	-18%	16%	4%	11	-1%	4%	?	?	CCCn1c(C)cc(C(=O)COC(=O)c2c(C)nn(-c3ccccc3)c2C)c1C
8	-12%	17%	-9%	3%	6	0%	-5%	16%[59 µM]	-12%	CCCCC(=O)Nc1ccccc1C(=O)OCc1cc(=O)n2nc(C3CCCCC3)sc2n1
9	-3%	22%[57 µM]	1%	0%	-8	11%	-1%	52%[activator]	-10%	CCOC(=O)C1CCN(C(=O)C2CCN(c3ncnc4c3nc3n4CCCCC3)CC2)CC1
10	-6%	40%[activator]	5%	-3%	2	.	-2%	-12%[59 µM]	-3%	C/C(=N\OCC(=O)Nc1nc2ccccc2s1)c1ccccc1

# Following part.
item | mol | BAZ2B inh | HP1b binding inh | GLS inhibitor | Tb PGK inh | PI4K2A block
17 | CN(CC(=O)Nc1ccccc1Cl)C(=O)c1cccc(S(=O)(=O)N2CCN(c3ccccc3)CC2)c1 | . | 12% | -11% | 0% | 0
18 | O=C(NCCc1ccc(Cl)cc1)C1CC(=O)N(C2CCCC2)C1 (stereo unspecified) | -2%[57.1 µM] | 45%[activator] | 0% | -1% | 5
19 | CCCOc1ccc(C(O)(CCC)CCN2CCCCC2)cc1 (stereo unspecified) | -3% | 13% | 13% | 0% | 6
20 | [O-]c1c[n+](-c2ccccc2)no1 | -2% | 57%[activator] | -5% | 0% | -3
21 | CC(C)COC(=O)/C(C#N)=C\c1ccc(-c2ccccc2Cl)o1 | 1% | 28% | -3% | i | -1
22 | Cc1ccc(S(=O)(=O)N(CC(=O)N2CCC(C)CC2)c2ccccc2)cc1 | -15% | 17% | -6% | -4% | -3
23 | CCC(C(=O)Nc1cc(Cl)ccc1OC)c1ccccc1 (stereo unspecified) | 68%[activator] | 104%[activator] | 2% | 6% | 3
24 | COC(=O)c1c(-c2ccc(OC)c(OC)c2)csc1N | ? | -9% | 6% | 0% | -26
25 | COC(=O)c1ccc(CSc2nnc(CS(=O)Cc3ccc(Br)cc3)n2-c2ccccc2)cc1 (stereo unspecified) | -34% | 20% | -2% | -5% | 7
26 | CCc1ccc(NC(=O)C2CCN(c3ncnc4c3nc3n4CCCCC3)CC2)cc1 | -10% | 35% | 3% | 5% | -5
27 | COc1ccc(N(CC(=O)NCc2ccc(Cl)cc2)S(=O)(=O)c2c(C)nn(C)c2C)cc1 | -18% | 25% | 1% | -7% | -1

item | ERG-DNA inh | Pin1 inh | G9a inh | JMJD2A Tudor
17 | 8% | 4% | . | -20%
18 | -3% | 0% | 10% | -5%
19 | 2% | 9% | 19%[59 µM] | -2%
20 | 11% | 0% | 5µM* | -18%
21 | 2% | -1% | -5%[59 µM] | -15%
22 | 6% | -14% | -47% | -17%[57.1 µM]
23 | 9% | ? | 50%[59 µM] | 54%[activator]
24 | 20% | 12% | ? | -12%
25 | -3% | 4% | -21% | -13%
26 | -9% | 3% | 0% | -5%
27 | -7% | -9% | 15% | -18%

# From PubChem

# Outcome played no part in choosing rows, and some 11% of all compounds hit somewhere here.
